Dynein cargo inh: inhibitors of GR-EGFP nuclear translocation, primary screen, dynein cargo transport inhibitor project, imaging, high-content, 3617.4 mouse cells. 220,000 compounds, 0.47% hits. z-score, hits read low. AID 1381, 2008. test concentration mostly 20 µM; stimulated with dexamethasone, 1 µM; stronger effect = lower value;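 active means plate z-score of nuclear minus cytoplasmic receptor signal below a set negative limit, without overly bright fluorescence or cell loss, cut at about -3.5 in these data, passing the limit was not always enough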;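 further: z-score of nuclear minus cytoplasmic ring GR-EGFP intensity difference per well; some compounds called inactive have numbers as strong as hits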
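Buffer or medium – tet-free medium with charcoal-stripped serum · Signal – automated 10x imaging of fixed Hoechst-stained cells · Also added – dexamethasone agonist, 1.0 µM final, for 30 min · Incubation – induction 48 h, compound 1 h, agonist 30 min · Read-out – GR-EGFP nuclear translocation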
P. falciparum M17LAP: P. falciparum M17LAP inhibitors, primary screen, biochemical, fluorogenic H-Leu-NHMec substrate, 1536-well (AID 1619). recombinant M17LAP, H-Leu-NHMec fluorogenic kinetic assay; higher % means a stronger effect. Leucine aminopeptidase (Plasmodium falciparum (isolate 3D7)). one-dose inhibition, % at 30 µM; IC50 in µM for titrated hits. 220,000 compounds, 0.38% hits;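 active means compound inhibiting the enzyme by more than half at any dose during confirmatory dose-response retesting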;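 further: plate controls were full reaction with DMSO carrier for no effect and no enzyme background for full effect; strong numbers were not always called active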
NOD2 inhibition: NOD2 signaling inhibitors, cell-based, luminescence, uHTS, HEK293 (AID 1566); HEK293 NOD2/NF-kB luciferase reporter, luminescence; higher % means a stronger effect; one-dose inhibition, % at 4 µM; EC50 in µM for titrated hits; 290,000 compounds, 0.63% hits; further: many of its hits are not listed in these tables
NOD1 inhibition: NOD1 signaling inhibitors, primary screen, cell-based, luminescence, uHTS (AID 1578). one-dose inhibition, % at 4 µM; EC50 in µM for titrated hits. 290,000 compounds, 1% hits. NOD1-driven NF-kB luciferase reporter cells, luminescence; higher % means a stronger effect; in the data active means inhibition mostly above about 36%, no sharp cut-off; inactive means mostly below about 34%;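 further: HEK-293T reporter cells stimulated with the NOD1 agonist gamma-tri-DAP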
AID2073: inhibitors of Mint1-CaV2.2 protein interaction, biochemical, HTRF (AID 2073) | inhibition, % at 20 µM; hits with a dose series show IC50 in µM | 290,000 compounds, 0.19% hits | HTRF protein-protein interaction, Mint1-CaV2.2; higher % means a stronger effect; in the data active means inhibition mostly above about 51%, no sharp cut-off; further: some results filed as inactive read as strong as hits
KOR beta-arrestin-1: KOR antagonists, beta-arrestin recruitment, cell-based, luminescence, uHTS (AID 1778). 290,000 compounds, 0.091% hits. KOR beta-arrestin recruitment, luminescence, antagonist mode; higher % means a stronger effect. inhibition, % at 10 µM, or IC50 in µM where a hit was titrated. Kappa-type opioid receptor (Homo sapiens); further: strong numbers were not always called active
GPR55 activation: GPR55 agonists via beta-arrestin recruitment, primary screen, imaging, U2OS cells, beta-arrestin-GFP redistribution (AID 1961); 290,000 compounds, 0.048% hits; activation, % at 10 µM; hits with a dose series show EC50 in µM; U2OS GPR55 beta-arrestin-GFP redistribution imaging; higher % means a stronger effect; G-protein coupled receptor 55 (Homo sapiens);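 active means activation above 40% with more than 50 cells counted in the well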;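 further: U2OS osteosarcoma cells stably expressing GPR55 and beta-arrestin-GFP; plate controls were DMSO negative control for no effect and LPI positive control for full effect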
M1AAP inhibition: P. falciparum M1AAP inhibitors, biochemical, fluorogenic H-Leu-NHMec substrate, 1536-well (AID 1445). Aminopeptidase N (Plasmodium falciparum (isolate 3D7)). recombinant M1AAP, H-Leu-NHMec fluorogenic kinetic assay; higher % means a stronger effect. one-dose inhibition, % at 30 µM; IC50 in µM for titrated hits. 220,000 compounds, 0.42% hits;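 active means primary inhibition above the hit cutoff, then over 50% inhibition at one or more dose response concentrations, cut at about 23% in these data, passing the limit was not always enough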;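 further: plate controls were DMSO full reaction for no effect and no enzyme background for full effect; strong numbers were not always called active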
KOR beta-arrestin-2: KOR agonists, beta-arrestin recruitment, primary screen, cell-based, luminescence, uHTS (AID 1777) | Kappa-type opioid receptor (Homo sapiens) | KOR beta-arrestin recruitment, luminescence; higher % means a stronger effect | activation, % at 10 µM; hits with a dose series show EC50 in µM | 280,000 compounds, 0.02% hits; in the data active means activation above about 50%, passing the limit was not always enough; further: a part of the inactive calls stands beside numbers as strong as those of hits
Dynein cargo inh cytoplasmic EGFP: further read-out of Dynein cargo inh, marked with its call; z-score; measured here: cytoplasmic GR-EGFP intensity; stronger effect = higher value
Dynein cargo inh nuclear GR-EGFP: second read-out of Dynein cargo inh, no call of its own (marks repeat the call); z-score; measured here: nuclear GR-EGFP intensity;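 lower value marks the stronger effect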
Dynein cargo inh cell count: second read-out of Dynein cargo inh, no call of its own (marks repeat the call); z-score; measured here: cell count per field
Numbers without * were called inactive; / = no result given; [ ] = another dose, or the depositor's remark. Unless noted, no stated cut-off is given here; in the data, active means inhibition above about 50%; inactive means the rest.

cpd	SMILES	Dynein cargo inh cell count	M1AAP inhibition	NOD1 inhibition	P. falciparum M17LAP	Dynein cargo inh cytoplasmic EGFP	Dynein cargo inh nuclear GR-EGFP
1	Cc1c(C(=O)NC2CCN(Cc3ccccc3)C2)oc2c(Cl)cccc12 (stereo not drawn)	/	/	29%	/	/	/
2	N#C/C(=C\c1cn(Cc2ccc(F)cc2)c2ccccc12)C(=O)NCc1ccco1	0.88	6%	-39%	15%	-0.18	0.021
3	Nc1nnnn1NCc1cccc(OCc2ccccc2)c1	0.26	-4%	-16%	-10%	0.22	-0.56
4	COc1ccc(CC(=O)Nc2nc(-c3ccc(OC)c(OC)c3)cs2)cc1OC	/	/	43%	/	/	/
5	COc1ccc(-n2c(C)n[nH]c2=O)cc1OC	-0.32	5%	1%	5%	-0.23	-0.24
6	O=C(CN1C(=O)/C(=C/c2ccccc2)Sc2ccccc21)NCCCN1CCOCC1	/	/	-23%	/	/	/
7	COc1cc(CN2CC(=O)N(c3cc(Cl)ccc3C)C2=S)cc(OC)c1OC	/	/	-6%	/	/	/
8	c1ccc(Cn2cc(CSc3ccccc3)nn2)cc1	0.026	7%	-2%	4%	-0.72	0.018
9	CC(=O)Nc1ccc(NS(=O)(=O)c2ccc(-c3csc(C)n3)s2)cc1	0.36	-3%	-12%	6%	-0.24	-0.26
10	CC(C)Cn1c(CN(Cc2ccccc2)Cc2ccccc2)nc2c1c(=O)n(C)c(=O)n2C	-1	-1%	36%	6%	-0.063	0.95
11	O=C(NC1C2CC3CC(C2)CC1C3)c1ccc(N2CCNCC2)c([N+](=O)[O-])c1 (stereo not drawn)	-0.5	-1%	-13%	-11%	-0.22	0.4
12	COc1cc(/C=C2\N=C(c3ccccc3)OC2=O)ccc1OCc1c(C)no[n+]1[O-]	-0.5	5%	18%	6%	-0.18	-0.12
13	Cc1ccc(NS(=O)(=O)c2ccc(CCC(=O)NC3CC3)cc2)cc1	0.68	1%	-15%	-6%	-0.18	0.06
14	CC(C)CC(NC(=O)C1CCC(C)CC1)C(=O)Nc1ccccn1 (stereo not drawn)	-1.1	5%	-46%	7%	-0.079	1.1
15	CC(=O)NC1=NN(C(C)=O)C(C)(c2cccnc2)S1 (stereo not drawn)	0.068	4%	-19%	0%	-0.34	-0.068

cpd	AID2073	Dynein cargo inh	KOR beta-arrestin-2	GPR55 activation	NOD2 inhibition	KOR beta-arrestin-1
1	5%	/	-1.0%	-0.2%	-29%	-52%
2	38%	-0.26	9.6%	0.5%	-3%	-87%
3	8%	-1.2	0.5%	-0.2%	-10%	5%
4	-4%	/	-3.3%	1.7%	40%	-13%
5	0%	-0.13	1.3%	0.1%	12%	-4%
6	5%	/	2.0%	0.6%	20%	-9%
7	-20%	/	-2.7%	0.7%	7%	0%
8	-8%	-0.17	1.8%	-0.1%	-48%	11%
9	-10%	-0.41	3.6%	-0.2%	-2%	-5%
10	13%	1.2	2.3%	0.3%	13%	-10%
11	-2%	0.48	1.6%	0.2%	18%	2%
12	7%	-0.059	3.3%	-0.1%	25%	-15%
13	-2%	-0.26	-3.4%	-0.1%	8%	-23%
14	7%	1.5	0.5%	-0.1%	-39%	-10%
15	4%	-0.71	-1.0%	-0.2%	19%	12%

The list continues:
cpd	SMILES	Dynein cargo inh cell count	M1AAP inhibition	NOD1 inhibition	P. falciparum M17LAP	Dynein cargo inh cytoplasmic EGFP	Dynein cargo inh nuclear GR-EGFP
16	COc1ccccc1NC(CC(=O)c1ccccc1)C(=O)OCC(=O)c1ccc(F)cc1 (stereo not drawn)	-0.62	7%	-24%	8%	-0.3	-0.19
17	CCC(=O)Nc1cc(C(=O)OCC(=O)c2ccc(Cl)cc2Cl)ccc1C	-0.14	2%	-2%	-4%	-0.095	0.96
18	COC(=O)CCCC1=CC2=CC(=O)C(C)(OC(=O)c3cccs3)C(=O)C2=CN1CCN1CCOCC1 (stereo not drawn)	0.37	8%	0%	5%	-0.84	-0.37
19	O=C(c1ccco1)N1CCN(C(=O)C2CC(c3ccc(Cl)c(Cl)c3)=NO2)CC1 (stereo not drawn)	0.16	23%	-7%	3%	-0.22	-0.32
20	Cc1ccnc(NC(=O)CCNC(=O)c2ccccc2Cl)c1	/	/	-49%	/	/	/
21	Cc1cc(C)c(NC(=O)CCCOC(=O)C2=COCCO2)c(C)c1	0.57	-1%	10%	12%	-0.28	0.89
22	Cc1ccc(-c2nnn(C/C(N)=N/O)n2)cc1	1.3	1%	-26%	5%	-0.3	-0.71
23	CCOC(=O)c1sc(Nc2ccc(F)cc2)nc1C	-1.4	-1%	-27%	-6%	-0.24	0.69
24	Cc1cccc(C(=O)c2cn[nH]c2-c2ccc(C)cc2O)c1	/	/	-24%	/	/	/
25	COc1ccc(C(=O)COC(=O)CNC(=O)C2CCCCC2)c(OC)c1	-0.024	-5%	6%	-2%	-0.12	0.24
26	COc1cccc(NC(=O)c2cc(=O)c3ccccc3o2)c1	/	/	-10%	/	/	/
27	CS(=O)(=O)N(CC(=O)O)Cc1cccc(CN(CC(=O)O)S(C)(=O)=O)c1	/	/	-2%	/	/	/
28	Brc1ccccc1-c1nnc(COc2ncnc3c2cnn3-c2ccccc2)o1	0.37	10%	4%	10%	-0.32	-0.016
29	O=C(CS(=O)(=O)c1cn(CC(=O)N2CCCC2)c2ccccc12)Nc1ccccc1	/	/	-8%	/	/	/
30	COc1ccc(CN2CCNC(=O)C2CC(=O)NCCCC2CCCC2)c(F)c1 (stereo not drawn)	/	/	-24%	/	/	/

cpd	AID2073	Dynein cargo inh	KOR beta-arrestin-2	GPR55 activation	NOD2 inhibition	KOR beta-arrestin-1
16	0%	0.23	-2.1%	-0.2%	7%	0%
17	-3%	0.39	-2.4%	0.7%	11%	11%
18	5%	-0.8	-0.8%	-0.1%	14%	6%
19	-7%	-0.29	0.6%	-0.1%	-14%	-3%
20	-1%	/	-1.7%	0.0%	-11%	25%
21	-1%	1.1	-1.4%	0.0%	-4%	38%
22	3%	-1.1	/	-0.1%	-23%	10%[20 µM]
23	-4%	-0.15	-3.5%	-0.3%	-8%	-10%
24	4%	/	-2.3%	0.4%	1%	-27%[20 µM]
25	3%	0.017	-6.5%	0.2%	4%	-16%
26	-7%	/	3.9%	0.3%	-7%	-39%
27	5%	/	1.5%	0.0%	0%	-49%[20 µM]
28	9%	-0.28	8.4%	-0.1%	-13%	-44%
29	6%	/	-1.6%	-0.2%	-13%	-22%
30	3%	/	6.6%	-0.2%	-2%	-11%

Further compounds:
cpd	SMILES	Dynein cargo inh cell count	M1AAP inhibition	NOD1 inhibition	P. falciparum M17LAP	Dynein cargo inh cytoplasmic EGFP	Dynein cargo inh nuclear GR-EGFP
31	Cc1cccc(CN2C3=NCCCN3c3ccccc32)c1	/	/	-10%	/	/	/
32	O=C(Nc1ccccc1)C1C2/C=C\CCCCC21 (stereo not drawn)	0.12	0%	-27%	5%	-0.28	0.2
33	COc1ccc2cc(C(=O)C3CCCN(C(=O)c4snnc4C)C3)ccc2c1 (stereo not drawn)	0.23	5%	-28%	-8%	-0.31	0.31
34	CCOc1ccc(-c2cc(NC(=O)c3c(F)cccc3F)c(C(=O)O)s2)cc1	/	/	-8%	/	/	/
35	Cc1nn(Cc2c(Cl)cccc2Cl)c(C)c1NC(=O)CCCn1nc([N+](=O)[O-])c(Cl)c1C	-1.3	-3%	-27%	-2%	-0.22	0.71
36	CN1CCC(N2CCN(c3cccc(C(F)(F)F)c3)CC2)CC1	0.87	11%	-21%	14%	-0.044	-0.48
37	Cc1ccc(N2C(=O)c3ccccc3NC2c2ccccc2O)cc1 (stereo not drawn)	/	/	3%	/	/	/
38	Cc1cccc(NC(=O)CSc2nc3[nH]ncc3c(=O)[nH]2)c1	0.33	8%	-24%	3.9µM*	-0.33	-0.38
39	CN1CCN(C(=O)CSc2nc3c(c(=O)n(C)c(=O)n3C)n2C)CC1	/	/	-22%	/	/	/

cpd	AID2073	Dynein cargo inh	KOR beta-arrestin-2	GPR55 activation	NOD2 inhibition	KOR beta-arrestin-1
31	-2%	/	3.0%	-0.1%	-3%	12%
32	10%	0.0018	1.7%	-0.1%	-17%	17%
33	13%	0.17	0.8%	1.2%	-2%	-18%
34	9%	/	0.6%	0.0%	28%	-88%
35	0%	0.86	-3.6%	0.2%	10%	29%
36	6%	-0.64	-2.5%	0.0%	5%	8%
37	30%	/	5.1%	-0.1%	-117%	26%
38	8%	-0.28	11%	0.6%	7%	-35%
39	-4%	/	0.1%	0.1%	12%	-8%

From entry 34 to 36, copied from above:
cpd	SMILES	Dynein cargo inh cell count	M1AAP inhibition	NOD1 inhibition	P. falciparum M17LAP	Dynein cargo inh cytoplasmic EGFP	Dynein cargo inh nuclear GR-EGFP
34	CCOc1ccc(-c2cc(NC(=O)c3c(F)cccc3F)c(C(=O)O)s2)cc1	/	/	-8%	/	/	/
35	Cc1nn(Cc2c(Cl)cccc2Cl)c(C)c1NC(=O)CCCn1nc([N+](=O)[O-])c(Cl)c1C	-1.3	-3%	-27%	-2%	-0.22	0.71
36	CN1CCC(N2CCN(c3cccc(C(F)(F)F)c3)CC2)CC1	0.87	11%	-21%	14%	-0.044	-0.48

cpd	AID2073	Dynein cargo inh	KOR beta-arrestin-2	GPR55 activation	NOD2 inhibition	KOR beta-arrestin-1
34	9%	/	0.6%	0.0%	28%	-88%
35	0%	0.86	-3.6%	0.2%	10%	29%
36	6%	-0.64	-2.5%	0.0%	5%	8%

Source: PubChem (several laboratories)

Only part of the results is shown (hit frequency here may not be typical).
